NSD2 HMT inh – inhibitors of human histone methyltransferase NSD2; inhibition, % at 12.5 µM; O96028; NSD2 peptide methylation, AlphaScreen, 120 min; hit rate 0.54% among 310,000; in the data active means inhibition above about 50%
PvdQ inh – blocks Pseudomonas aeruginosa PvdQ acylase activity; inhibition, % at 10 µM; purified PvdQ acylase, fluorescence plate reader; hit rate 0.063% among 340,000; in the data active means inhibition above about 30%, passing the limit was not always enough;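 further: 0% = vehicle neutral wells and 100% = reference inhibitor wells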
CDK5 p35 inh – CDK5/p35 (human) kinase inhibition; Q00535+Q15078; hit rate 0.01% among 330,000; inhibition, % at 10 µM; Recombinant CDK5/p35, ADP-Glo luminescence, 60 min;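 active means highest replicate inhibition of at least 50% and at least 75% of replicates reaching 50%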;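 further: plate controls were DMSO neutral control for no effect and GW8510 at 10 µM for full effect; many of its hits are not listed in these tables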
dFosB activator – mouse delta FosB homodimer activation; AID 493131; hit rate 0.99% among 340,000; P13346; activation, % at 25 µM; purified delta FosB, TAMRA-CDK5 oligo fluorescence polarization; percent of positive-control signal above neutral wells;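 active means mean activation above about 17%, with every replicate also reaching it, limit read from the data, passing the limit was not always enough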;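 further: fluorescence polarization rise as delta FosB binds a TAMRA Cdk5 AP-1 oligo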
Target sequence (P13346 whole entry, looked up): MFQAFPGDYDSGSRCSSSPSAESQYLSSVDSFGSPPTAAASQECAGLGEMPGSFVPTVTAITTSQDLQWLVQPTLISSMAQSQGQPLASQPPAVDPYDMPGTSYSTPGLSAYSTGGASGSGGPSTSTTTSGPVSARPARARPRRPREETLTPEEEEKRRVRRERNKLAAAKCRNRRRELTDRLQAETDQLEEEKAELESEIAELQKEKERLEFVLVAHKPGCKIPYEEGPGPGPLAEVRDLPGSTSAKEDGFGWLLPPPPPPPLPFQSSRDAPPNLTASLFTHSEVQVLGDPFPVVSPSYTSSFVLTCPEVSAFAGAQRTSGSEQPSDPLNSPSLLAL
HTR5A ag – HTR5A agonism, opioid heterodimer counter-screen | P47898 | HTR5A agonist assay, luminescence, cell-based | activation, % at 9.3 µM | hit rate 0.61% among 340,000; in the data active means activation mostly above about 9.5%, no sharp cut-off; inactive means mostly below about 7.6%;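 further: 0% = cells with vehicle only and 100% = reference agonist; strong numbers were not always called active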
SR-BI HDL uptake – inhibitors of mouse SR-BI mediated HDL lipid uptake; Q61009; inhibition, % at 12.5 µM; ldlA[mSR-BI] CHO cells, DiI-HDL uptake fluorescence, 3 h; hit rate 0.96% among 320,000;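 active means mean replicate inhibition of at least 70% and a set share of replicates each scoring 70 or more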;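 further: 0% = median of neutral control wells and 100% = median of positive control wells; values of inactives mirror those of a sister screen read the other way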
Target sequence (Q61009 whole entry, looked up): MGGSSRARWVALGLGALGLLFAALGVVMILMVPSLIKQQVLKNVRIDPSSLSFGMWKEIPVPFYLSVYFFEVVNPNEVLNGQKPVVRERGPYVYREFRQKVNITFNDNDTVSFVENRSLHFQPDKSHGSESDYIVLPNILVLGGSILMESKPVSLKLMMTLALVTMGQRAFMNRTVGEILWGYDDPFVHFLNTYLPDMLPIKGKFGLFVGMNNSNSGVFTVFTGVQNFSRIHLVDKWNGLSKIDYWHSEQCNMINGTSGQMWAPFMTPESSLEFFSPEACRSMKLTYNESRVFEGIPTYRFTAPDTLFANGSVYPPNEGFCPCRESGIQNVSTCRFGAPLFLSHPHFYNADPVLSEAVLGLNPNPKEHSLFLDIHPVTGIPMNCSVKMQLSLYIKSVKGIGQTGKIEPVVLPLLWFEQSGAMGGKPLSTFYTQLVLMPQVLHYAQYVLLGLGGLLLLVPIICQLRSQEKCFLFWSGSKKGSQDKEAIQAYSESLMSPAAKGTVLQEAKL
V-ATPase pH – yeast V-ATPase proton transport regulation by pHLuorin. S. cerevisiae, pHLuorin cytosolic pH fluorescence. response, % at 10 µM. hit rate 0.37% among 350,000; in the data active means response mostly above about 7.3%, no sharp cut-off; inactive means mostly below about 5.4%; further: actives read high; inactives centre near 0; some compounds called inactive have numbers as strong as hits; reference of the scale not given here
Wnt act – activates Wnt/beta-catenin signaling in a reporter cell assay; activator, plate reader; activation, % at 9.35 µM; hit rate 1.2% among 300,000; in the data active means activation above about 30%, passing the limit was not always enough;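 further: 0% = neutral control wells and 100% = positive control wells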
HTR5A inv ctr – counter-screen for OPRM1-OPRD1 inverse agonists: human HTR5A inverse agonism. HTR5A cell line, luminescence. inhibition, % at 9.3 µM. hit rate 0.083% among 340,000. AID 504634; in the data active means inhibition mostly above about 23%, no sharp cut-off; inactive means mostly below about 18%;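 further: 0% = cells with DMSO and 100% = no-cell wells with DMSO; some compounds called inactive have numbers as strong as hits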
MITF TRPM1 HTS – MITF TRPM1 promoter activation in melanoma cells. SK-MEL-5 TRPM1-promoter luciferase, 24 h; % of positive control, neutral wells = 0. activation, % at 12.5 µM. hit rate 0.75% among 300,000. AID 588334;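 active means mean activation of at least 80% with every replicate also reaching 80%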;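 further: 0% = neutral control wells and 100% = parthenolide positive control wells; values of inactives mirror those of a sister screen read the other way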
Active calls of the source: *; . = not tested or not shown.

SMILES	NSD2 HMT inh	PvdQ inh	CDK5 p35 inh	dFosB activator	HTR5A ag	SR-BI HDL uptake	V-ATPase pH	Wnt act	HTR5A inv ctr	MITF TRPM1 HTS
COc1ccccc1/C=N/Nc1cc(C)nc2ccc(C)cc12	0	-15	-0.1	-4	-4	31	-4	3	14	.
COc1ccc(NC(=O)Nc2cccc(C(F)(F)F)c2)cn1	-6	-3	-0.5	-10	13*	25	0	-11	-35	19
Fc1ccc(C2CC(c3ccco3)=NN2c2ccccc2)cc1 (stereo not given)	1	-31	1.3	-3	-3	5	3	1	8	2
O=[N+]([O-])c1cccc(/C=N/Nc2nc(NCc3ccccc3)nc(N3CCOCC3)n2)c1O	7	10	4.0	-4	-32	-15	6	0	88*	-50
COc1ccc(S(=O)(=O)N(C)c2ccc(C(=O)NC3CCCC3)cc2)cc1	-12	-8	0.2	-9	1	6	0	-2	26	-6
Nc1cc(=O)[nH]c(SCC(=O)Nc2cc([N+](=O)[O-])ccc2Cl)n1	4	-3	-2.8	1	1	-8	-1	1	-2	10
CCO[C@H]1OC(C(N)=O)=C[C@@H](C(C)(C)C)[C@@H]1CCCO	.	-13	0.8	2	-4	-18	1	-2	10	-3
CC1CCC(NC(=O)CN2C(=O)NC3(CCCCC3C)C2=O)CC1 (stereo not given)	-2	-1	0.4	1	1	-28	-1	0	-1	-1
N#Cc1cccc(Oc2ccc(S(=O)(=O)N3CCCC3)cn2)c1	1	1	0.9	5	-1	-3	0	4	-4	-1
NC(=NCc1ccccc1)C(N=Nc1ccccc1)C(=O)NCc1ccccc1 (stereo not given)	0	-16	0.2	3	-8	28	0	5	30*	-1
Cc1cc(NC(=O)c2ccccc2[N+](=O)[O-])ccc1Br	-6	9	-1.6	-2	6	46	4	8	-14	61
O=[N+]([O-])c1ccc(OCC(O)CN(CCO)CCO)cc1 (stereo not given)	0	-3	-1.4	2	-5	-22	-6	-5	13	7
CCOc1ccc(C(=O)NC2CCN(S(C)(=O)=O)CC2)cc1	-2	-3	0.8	0	4	-4	-1	9	5	-2
COc1ccc(NS(=O)(=O)c2cccc(C(=O)NCC(c3ccco3)N3CCCCC3)c2)cc1 (stereo not given)	3	1	-3.6	-6	2	-16	6	3	14	3
COc1cc(C(=O)Nc2sc3c(c2C(=O)NCc2ccco2)CCCC3)cc(OC)c1OC	-4	-4	-0.7	-8	-4	49	1	.	2	0
Cn1c(=O)c2c(ncn2CC(=O)OCC(=O)Nc2ccc(F)cc2Cl)n(C)c1=O	-2	4	0.0	5	1	-10	-4	-2	-5	11
O=C1c2ccccc2C(=O)N1c1nccs1	1	9	0.0	1	0	-2	3	-1	0	-4
CCNc1oc(COc2cccc(C)c2)nc1C#N	1	-9	-0.1	-6	6	-1	8	.	9	12
O=C(NCc1ccc(F)cc1)C1CCN(S(=O)(=O)N2CCC3(CC2)OCCO3)CC1	-1	4	-0.9	0	0	-25	1	-3	5	-18
O=C(CCl)Nc1cc(S(=O)(=O)N2CCCCCC2)ccc1Cl	1	1	-2.1	3	1	20	0	3	1	-57
COC(=O)c1ccccc1NC(=O)CN1CCOCC1	0	2	0.7	-1	-3	-7	1	.	-8	.
O=C1CCCC(O)=C1C=Nc1ccc(O)cc1	1	-10	-2.2	3	-2	-16	2	.	-14	-9
Cc1nc2sc3c(=O)[nH]nnc3c2c(C)c1Br	0	4	-1.9	-22	0	-1	0	2	1	-5
CC(C)NC(=O)COc1cccc2ccccc12	0	-7	-0.7	2	0	11	1	1	-1	-1
COc1ccccc1NS(=O)(=O)c1ccc(NN=C2CCCC2)c([N+](=O)[O-])c1	4	-6	-0.7	-9	2	-2	-1	.	-9	-6
COc1ccc(/C=C/C(=O)OCc2cccc([N+](=O)[O-])c2)cc1	-2	-12	-2.0	-13	-2	-13	0	1	5	6
CN(C(=O)COC(=O)/C=C/c1ccc(F)cc1)c1c(N)n(Cc2ccccc2)c(=O)[nH]c1=O	1	0	0.3	5	-3	11	4	0	7	-5
COC(=O)c1cn(C)c2ccc(S(=O)(=O)N3CC(C)CC(C)C3)cc2c1=O (stereo not given)	5	-16	-2.7	0	5	-16	1	.	-16	0
Cc1ccc(C(=O)NC(=S)N(C)C2CCCCC2)cc1Br	5	-8	-1.3	2	6	-1	-1	5	-22	12
CC(=O)c1sc2c(c1OC(=O)c1ccc(Cl)cc1)c(=O)n(-c1ccccc1)c(=S)n2-c1ccccc1	-2	-18	-1.0	1	2	-2	1	-3	-8	.
COc1ccc(CCN2C(=O)NC(NS(=O)(=O)c3ccccc3)(C(F)(F)F)C2=O)cc1OC (stereo not given)	-3	-15	3.7	2	-1	-14	2	0	19	3
O=C1COc2ccc(C(=O)COC(=O)c3cccnc3Cl)cc2N1	0	4	2.5	-5	4	-17	4	-2	15	10
CCOC(=O)c1c(NC(=O)COc2ccccc2OCC)sc2c1CC(C)(C)NC2(C)C	1	-15	0.6	-7	3	53	7	.	-7	-84
Cc1cc(C)cc(C(=O)NCCCc2ccccc2)c1	-10	-6	0.3	1	-3	0	1	-1	7	-9
Cc1ccc2c(n1)CC(C)(C)CC2=O	10	-16	-0.6	-3	-1	-32	2	3	-7	-1
CC(=O)NC(NC(C)=O)c1cccc(OCc2ccccc2)c1	-1	2	-1.5	5	0	-13	0	-2	0	8
CCC(CC)=NNc1cccc([N+](=O)[O-])c1	4	-15	-4.1	1	2	32	-3	.	12	-5
O=C1CCN(CCCc2ccccc2)CCN1CCO	.	7	-0.4	3	6	-12	0	0	-18	.
O=C(Nc1ccc2oc(=O)ccc2c1)c1ccccc1[N+](=O)[O-]	-4	-4	0.2	-1	4	3	0	0	23	-4
CCCc1cc(=O)[nH]c(SCC(=O)C(C)(C)C)n1	12	1	.	-12	-1	4	0	-4	-6	10
NC(=O)NC(=O)Nc1ccccc1Cl	-2	-13	5.3	0	1	-29	0	-1	6	.
COc1ccc(NS(=O)(=O)c2cccc(C(=O)NCC(c3cccs3)N3CCOCC3)c2)cc1 (stereo not given)	-1	-9	1.5	-25	-1	9	4	-4	5	12
CCCC(=O)N(Cc1cc(=O)[nH]c2ccccc12)c1ccc(C)cc1	2	-8	-0.8	-7	0	-11	-1	0	0	-16
O=c1[nH]c2ccc([N+](=O)[O-])cc2nc1/C=C(\O)c1ccccc1	2	-12	1.5	4	-2	.	1	6	16	7
CCCCCC(=O)NNC(=O)c1ccc(-c2ccccc2)cc1	3	4	-0.8	-6	2	21	-6	1	-5	-3
Cc1ccccc1NC(=O)c1ccccc1NC(=O)c1ccco1	-4	16	0.4	-13	-4	29	0	4	-33	.
COc1ccc(-c2nc(NC(=O)c3[nH]c(C)c(C(C)=O)c3C)sc2C)cc1	.	-4	-0.2	-14	-4	76*	-3	1	9	-2
COc1ccc(CNC(=O)c2ccc3c(=O)n(CCCN4CCCC4=O)c(=S)[nH]c3c2)cc1	-2	14	0.4	6	-2	4	2	1	34	-1
COC(=O)C(Cc1ccccc1)NC(=O)CNC(=O)c1ccc(Br)o1 (stereo not given)	0	-10	1.0	3	-9	-9	3	-1	22	.
O=C(O)CCc1nc2cc(Cl)ccc2n(Cc2ccccc2)c1=O	2	0	0.6	2	6	-14	-1	-1	22	-10

Sorted by count of non-hydrogen atoms (descending): 10 of the compounds above
SMILES	NSD2 HMT inh	PvdQ inh	CDK5 p35 inh	dFosB activator	HTR5A ag	SR-BI HDL uptake	V-ATPase pH	Wnt act	HTR5A inv ctr	MITF TRPM1 HTS
COc1ccc(NS(=O)(=O)c2cccc(C(=O)NCC(c3cccs3)N3CCOCC3)c2)cc1 (stereo not given)	-1	-9	1.5	-25	-1	9	4	-4	5	12
COc1ccc(CNC(=O)c2ccc3c(=O)n(CCCN4CCCC4=O)c(=S)[nH]c3c2)cc1	-2	14	0.4	6	-2	4	2	1	34	-1
COc1ccc(-c2nc(NC(=O)c3[nH]c(C)c(C(C)=O)c3C)sc2C)cc1	.	-4	-0.2	-14	-4	76*	-3	1	9	-2
CCCC(=O)N(Cc1cc(=O)[nH]c2ccccc12)c1ccc(C)cc1	2	-8	-0.8	-7	0	-11	-1	0	0	-16
Cc1ccccc1NC(=O)c1ccccc1NC(=O)c1ccco1	-4	16	0.4	-13	-4	29	0	4	-33	.
O=c1[nH]c2ccc([N+](=O)[O-])cc2nc1/C=C(\O)c1ccccc1	2	-12	1.5	4	-2	.	1	6	16	7
O=C1CCN(CCCc2ccccc2)CCN1CCO	.	7	-0.4	3	6	-12	0	0	-18	.
CCCc1cc(=O)[nH]c(SCC(=O)C(C)(C)C)n1	12	1	.	-12	-1	4	0	-4	-6	10
CCC(CC)=NNc1cccc([N+](=O)[O-])c1	4	-15	-4.1	1	2	32	-3	.	12	-5
Cc1ccc2c(n1)CC(C)(C)CC2=O	10	-16	-0.6	-3	-1	-32	2	3	-7	-1

Continuation.
SMILES	NSD2 HMT inh	PvdQ inh	CDK5 p35 inh	dFosB activator	HTR5A ag	SR-BI HDL uptake	V-ATPase pH	Wnt act	HTR5A inv ctr	MITF TRPM1 HTS
Cc1cccc(NC(=O)NCc2cccnc2)c1C	0	3	-2.3	-5	12	-1	1	-3	-30	0
C=CC[N+]1(CC#Cc2ccccc2)CCCC1	-4	-4	0.4	-7	1	-11	1	-4	17	2
CCN(CC)c1ccc(C(=O)NNC(=O)CNC(=O)c2cccs2)cc1	4	11	-0.2	1	0	-3	1	3	11	6
CC1CCCCN1C/C=C/c1ccccc1[N+](=O)[O-] (stereo not given)	5	-8	-0.8	-1	7	.	-1	-4	-21	-3
CC(C)CN1CCNC(=O)C1CC(=O)NCCc1cnn(-c2ccccc2)c1 (stereo not given)	4	-7	-6.4	-7	-1	-2	-1	-1	2	-6
O=C(NCC(=O)N(c1ccc2c(c1)OCO2)C(C(=O)NC1CCCC1)c1ccncc1)c1ccco1 (stereo not given)	-3	-3	-0.7	0	-1	24	-2	-3	0	-4
COc1ccc(NC(=S)N2CCC(c3nc4ccccc4[nH]3)CC2)c(OC)c1	.	-1	-1.6	-3	-6	-8	-1	.	17	-3
CCc1nc2ccccc2c(C(=O)O)c1C	2	4	-0.9	-4	-1	2	-1	.	-4	-7
CC1=NN(C(=O)CCc2ccc3c(c2)OCO3)C(O)(C(F)(F)F)C1 (stereo not given)	1	-5	-0.3	9	1	-18	1	-2	-30	-6
O=C(CSc1nnc(NC(=O)c2c(F)cccc2F)s1)NCC1CCCO1 (stereo not given)	1	-17	-3.5	5	-2	-20	0	0	4	-8
Cc1cc(/C=C(\C#N)C(=O)NCc2ccccc2)cc(C)c1O	20	-8	3.4	15	-3	37	-7	0	7	-1

Whole records from above. Order of values: NSD2 HMT inh | PvdQ inh | CDK5 p35 inh | dFosB activator | HTR5A ag | SR-BI HDL uptake | V-ATPase pH | Wnt act | HTR5A inv ctr | MITF TRPM1 HTS
`CC(C)CN1CCNC(=O)C1CC(=O)NCCc1cnn(-c2ccccc2)c1` (stereo not given) is listed as 4 | -7 | -6.4 | -7 | -1 | -2 | -1 | -1 | 2 | -6
`O=C(CSc1nnc(NC(=O)c2c(F)cccc2F)s1)NCC1CCCO1` (stereo not given) is listed as 1 | -17 | -3.5 | 5 | -2 | -20 | 0 | 0 | 4 | -8
